Screening data (PubChem BioAssay)
MITF primary = human MITF inhibition, primary screen. AlphaScreen MITF homodimerization, bead proximity signal. inhibition, % at 2.6 µM. 650,000 tested, 0.91% active. AID 1259374; in the data active means inhibition above about 50%;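 further: 0% = vehicle wells with protein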
Target sequence (O75030 whole entry, looked up): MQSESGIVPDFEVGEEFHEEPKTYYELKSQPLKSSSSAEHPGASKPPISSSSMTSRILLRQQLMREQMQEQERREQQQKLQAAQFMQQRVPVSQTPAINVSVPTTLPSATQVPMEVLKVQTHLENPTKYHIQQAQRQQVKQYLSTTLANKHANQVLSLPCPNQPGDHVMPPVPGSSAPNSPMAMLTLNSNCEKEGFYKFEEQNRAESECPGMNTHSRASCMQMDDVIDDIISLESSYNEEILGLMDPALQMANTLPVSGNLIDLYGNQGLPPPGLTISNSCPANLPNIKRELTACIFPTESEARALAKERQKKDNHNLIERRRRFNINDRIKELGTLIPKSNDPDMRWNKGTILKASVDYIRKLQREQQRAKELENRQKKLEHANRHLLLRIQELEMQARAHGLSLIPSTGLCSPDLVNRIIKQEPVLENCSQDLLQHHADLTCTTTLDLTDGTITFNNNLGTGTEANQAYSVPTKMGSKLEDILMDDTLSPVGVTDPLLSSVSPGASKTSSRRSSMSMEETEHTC
TEAD-YAP inh = TEAD-YAP interaction inhibition | HEK-TIYL cells, TEAD-Gal4/YAP UAS-luciferase luminescence | inhibition, % at 9.12 µM | 640,000 tested, 1.4% active; in the data active means inhibition above about 32%;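 further: 0% = median of test compound wells and 100% = reference inhibitor wells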
GPR151 ag = activators of human GPR151; AID 1508602; activation, % at 11.2 µM; 650,000 tested, 1% active; PathHunter beta-arrestin GPR151 cells, luminescence; in the data active means activation above about 4.9%;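 further: 0% = median of compound wells and 100% = cells with positive control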
Target sequence (Q8TDV0 whole entry, looked up): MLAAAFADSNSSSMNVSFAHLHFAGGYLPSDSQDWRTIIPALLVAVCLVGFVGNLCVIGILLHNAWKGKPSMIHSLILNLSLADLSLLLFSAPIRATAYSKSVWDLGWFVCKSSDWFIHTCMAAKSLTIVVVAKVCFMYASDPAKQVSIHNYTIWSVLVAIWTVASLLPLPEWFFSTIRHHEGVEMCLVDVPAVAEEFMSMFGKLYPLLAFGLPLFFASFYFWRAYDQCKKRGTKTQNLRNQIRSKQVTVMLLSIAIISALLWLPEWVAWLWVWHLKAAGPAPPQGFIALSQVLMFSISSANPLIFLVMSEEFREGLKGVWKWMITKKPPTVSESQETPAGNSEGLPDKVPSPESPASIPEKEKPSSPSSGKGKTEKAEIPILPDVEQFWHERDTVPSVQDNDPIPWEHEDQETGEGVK
FBW7 activator = activators of human E3 ligase FBW7; Q969H0; AlphaScreen FBW7–phospho-cyclin E peptide binding, activator screen; normalized activity (activation), % at 26.1 µM; 650,000 tested, 0.13% active; in the data active means normalized activity above about 1.9%;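 further: purified mutant Fbw7 with reduced substrate affinity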
Starred values were filed as active, the others as inactive. Rows are unselected; 3.4% or so of the library scored in one or more.

SMILES	MITF primary	TEAD-YAP inh	GPR151 ag	FBW7 activator
Cc1ccccc1-n1ncc2c(=O)n(Cc3cccc(F)c3)cnc21	-8	7	-0.6	0.0
Nc1c(C(=O)c2ccc(Cl)cc2)sc2nc3c(c(-c4cccs4)c12)CCC3	3	-1	0.8	-0.1
O=C(CNc1cccc([N+](=O)[O-])c1)N/N=C/c1ccc([N+](=O)[O-])o1	7	10	2.0	-0.1
O=C(c1cccc(Cl)c1)N1CCN(C(=O)c2ccco2)CC1	7	19	-0.1	-0.2
COc1ccc(CCNc2ncnc3c2nc(-c2ccc(C(=O)N4CCN(C)CC4)cc2)n3C(C)C)cc1	-13	0	-0.1	0.0
O/N=C(\c1ccccc1)C(O)c1ccccc1 (configuration not stated)	-1	0	1.2	-0.1
Cc1ccccc1OCC(=O)Nc1cc([N+](=O)[O-])ccc1F	14	-44	-0.7	0.0
COc1ccc(-c2cnc(NCc3ccncc3)nc2)cc1	2	-17	-0.2	0.2
CCCCN(C)Cc1c(C)n(C)n(-c2ccccc2)c1=O	15	9	0.4	-0.2
Cc1c(Cc2ccccc2)c(=O)oc2c(C)c3occ(-c4ccccc4)c3cc12	8	5	0.6	0.2
CCOc1ccc(C(=O)NCC(=O)O)cc1OCC	2	4	-0.4	-0.1
CN1C(=O)/C(=C/c2ccc(C(=O)NCc3ccccc3)cc2)Oc2ccccc21	-12	1	1.3	-0.4
Cc1ccc(/C=C/C(=O)N2CCN(Cc3ccccc3)CC2)o1	7	-6	2.9	-0.1
COc1cccc(OCc2cc(C3C(C#N)=C(N)Oc4cc(C)oc(=O)c43)ccc2OC)c1 (configuration not stated)	-5	8	0.0	0.5
COc1ccc(-c2ccc3c(N)c(C(=O)NCc4ccco4)sc3n2)cc1	-3	33*	-1.1	-0.2
S=C(NCc1ccco1)NCC1CCCO1 (configuration not stated)	16	-7	-0.8	0.9
COc1ccc(CC(=O)n2nc(-c3cccnc3)nc2N)cc1	15	-1	-0.3	0.1
CCCc1sc(N(C(=O)c2ccc(C)cc2)c2ccc(OC)cc2)nc1-c1ccccc1	6	3	-1.1	0.5
Cc1sccc1/C=N/NC(=O)c1cccnc1	7	-9	0.7	-0.1
CCN(Cc1ccccc1)S(=O)(=O)c1nc(C)c(Cl)c(C)c1C#N	-7	7	1.1	0.0
Cc1ccsc1/C=N/Nc1cccc(C(=O)O)c1	2	48*	-5.9	-0.3
CCCOC(=O)/C(C(N)=NCc1ccccc1)=C(/O)OCCC	-8	1	-0.4	-0.1
CCOc1ccccc1CNCCNC(=O)c1nonc1N	7	7	6.3*	0.1
N#C/C(=C\c1cn[nH]c1-c1ccccc1)c1nn(CCO)c(N)c1C#N	-3	-12	-0.2	-0.1
COCCn1c(=O)c2cc3c(=O)n(CCOC)c(=O)c3cc2c1=O	13	10	0.4	-0.1
Cc1ccccc1NC(=O)c1cc(=O)c2ccccc2o1	-2	-6	0.0	0.0
O=C(O)Cc1c[nH]c2ccccc12	4	10	-1.0	0.1
Cc1ccc(N2CCN(S(=O)(=O)c3ccc(F)c(C(=O)Nc4ccc(Br)cc4)c3)CC2C)cc1 (configuration not stated)	4	6	0.3	-0.1
CC(C)(C)C1CCc2c(sc(NC(=O)c3ccco3)c2C(=O)NCc2ccccc2)C1 (configuration not stated)	3	11	-0.2	0.5
COc1cc(C2C(C(=O)O)c3ccccc3C(=O)N2C)cc(OC)c1OC (configuration not stated)	16	-10	0.3	-0.1
O=C(c1cccc(-n2ccc3ccccc32)c1)N1CCOCC1	6	-12	0.3	0.0
Cc1onc(-c2ccccc2Cl)c1C(=O)N1CCN(Cc2ccc3c(c2)OCO3)CC1	8	-8	0.6	-0.1
CCOc1cccc(C2Nc3ccccc3-c3nnc(SCC)nc3O2)c1 (configuration not stated)	7	-9	-1.2	-0.1
CC(C)(C)c1ccc(C(=O)C2CC2)cc1	8	-2	-0.9	0.2
CCOC(=O)C1=NN(c2ccc(Br)cc2)C2C(=O)N(c3ccccc3OC)C(=O)C12 (configuration not stated)	5	-3	-1.6	0.5
O=C(Nc1nccs1)c1cc2cc([N+](=O)[O-])ccc2oc1=O	9	4	-1.7	0.5
COc1ccc(CN2CCc3nnc(C(C)NC(=O)C4CCN(C)CC4)n3CC2)cc1C (configuration not stated)	23	9	0.2	0.6
COc1ccccc1/C=C/C(=O)Nc1ccccc1C	8	-40	-1.8	-0.1
Cc1ccc(C)c(S(=O)(=O)Nc2cc3c4c(oc3c3ccccc23)CC(C)(C)CC4=O)c1	14	2	0.6	0.0
O=C(NCCOc1ccccc1)c1cnc(NCc2cccnc2)s1	-9	-42	1.4	0.0
CC1=N/C(=C\c2ccc([N+](=O)[O-])cc2)C(=O)N1c1ccc(F)cc1F	-6	0	1.8	-0.2
COCCSc1ccccc1C(=O)Nc1ccc(Cl)cc1	-1	-3	1.1	0.0
c1csc(C(c2nnnn2C2CCCC2)N2CCN3CCCC3C2)c1 (configuration not stated)	5	-2	-1.3	0.2
COc1ccccc1C1CN(C)Cc2ccccc2O1 (configuration not stated)	6	13	3.1	0.3
Cn1c(=O)c2cn(-c3ccccc3O)cc2n(C)c1=O	21	12	1.4	0.3
COc1ccc(N(CC(=O)N2CCN(c3ccccc3OC)CC2)S(=O)(=O)c2ccccc2[N+](=O)[O-])c(OC)c1	1	10	0.3	-0.2
NC(=O)CSc1nc2ccc(N3CCOCC3)cc2c(=O)n1CCc1ccccc1	17	-19	-0.9	0.1
O=C(c1cc2ccccc2oc1=O)N1CCCC(c2ccccc2)C1 (configuration not stated)	-11	-6	-0.6	-0.1
NC(=O)c1sc2nc3c(cc2c1N)C(=O)CCC3	-6	4	0.2	0.0
CCc1ccccc1NC(=S)N(Cc1ccccc1)Cc1cccnc1	1	-7	-0.3	-0.1
Cc1ccc(C(=O)/C=C\Nc2ccccc2[N+](=O)[O-])cc1	7	-53	-0.9	-0.3
O=C(CSc1nc2ccsc2c(=O)n1NC(=O)c1ccccc1)c1ccc(F)cc1	7	-10	0.0	-0.1
COC(=O)c1nnn(CC(=O)Nc2ccc(OC)cc2)c1N	-5	2	0.7	0.1
COc1cc(NS(=O)(=O)c2ccc(NC(=O)c3cccc(C)c3)cc2)nc(OC)n1	-8	-4	0.3	-0.3
O=C(c1cccs1)[C@@H]1CCCN(S(=O)(=O)c2ccc(F)cc2)C1	-8	-3	-0.1	0.0
N/C(=N\OC(=O)c1ccc(I)cc1)c1cccc([N+](=O)[O-])c1	-5	1	-0.3	-0.2
COC(=O)c1ccc2c(c1)N(Cc1ccccc1)C(=O)c1ccccc1S2(=O)=O	3	10	-0.4	0.0
CC(=O)c1c(C)[nH]c(C(=O)OCC(=O)Nc2ccc([N+](=O)[O-])cc2C(F)(F)F)c1C	1	1	2.1	0.0
O=C(CSc1nc(O)cc(=O)n1-c1ccccc1)NC1CCCCC1	-11	13	-1.3	0.8
Cc1[nH]nc(SCC(=O)NCc2ccccc2)c1[N+](=O)[O-]	3	-9	0.4	0.0

Next entries follow:
SMILES	MITF primary	TEAD-YAP inh	GPR151 ag	FBW7 activator
CCOc1cc(C)nc(NCCc2ccc(OC)c(OC)c2)n1	-1	-22	2.8	0.0
COc1ccccc1N1CCN(C(=S)NC(=O)c2ccc(Br)cc2)CC1	5	9	-0.5	0.1
CCOC(=O)C1CCCN(c2c(N3CCN(c4ccccc4OC)CC3)c(=O)c2=O)C1 (configuration not stated)	-5	-10	3.7	-0.1
N#C/C(=C\c1ccco1)c1nnc2n1CCCCC2	-1	-3	0.4	0.0
O=C(Nc1ccccc1[N+](=O)[O-])C1(c2ccccc2)CCOCC1	6	-9	1.1	-0.7
Cn1c(=O)n(CCBr)c2ccccc21	19	2	0.3	0.4
COCCCN1C(=O)c2cccc3cc(NC(C)=O)cc(c23)C1=O	-12	11	-0.9	0.1
CC(C)(C)NC(=O)C(c1ccncc1)N(Cc1ccccc1Cl)C(=O)c1csnn1 (configuration not stated)	5	-10	1.1	-0.1
Cc1cc(C)c2nc(C)cc(NC(=O)c3ccccn3)c2c1	18	-4	1.4	0.4
O=C(CCCn1c(=O)[nH]c2ccsc2c1=O)NC1CCN(Cc2ccccc2)CC1	-17	11	1.6	-0.1
CNC(=O)COc1ccc(S(=O)(=O)NC(C)C)cc1Cl	8	-3	1.0	-0.1
O=C(Nc1ccc2c(c1)OCO2)c1ccc2c(c1)C(=O)N(CC1CCCO1)C2=O (configuration not stated)	-1	4	0.1	0.0

An excerpt of the results above:
SMILES	MITF primary	TEAD-YAP inh	GPR151 ag	FBW7 activator
Cc1ccccc1-n1ncc2c(=O)n(Cc3cccc(F)c3)cnc21	-8	7	-0.6	0.0
Nc1c(C(=O)c2ccc(Cl)cc2)sc2nc3c(c(-c4cccs4)c12)CCC3	3	-1	0.8	-0.1
O=C(CNc1cccc([N+](=O)[O-])c1)N/N=C/c1ccc([N+](=O)[O-])o1	7	10	2.0	-0.1
O=C(c1cccc(Cl)c1)N1CCN(C(=O)c2ccco2)CC1	7	19	-0.1	-0.2
COc1ccc(CCNc2ncnc3c2nc(-c2ccc(C(=O)N4CCN(C)CC4)cc2)n3C(C)C)cc1	-13	0	-0.1	0.0
O/N=C(\c1ccccc1)C(O)c1ccccc1 (configuration not stated)	-1	0	1.2	-0.1
Cc1ccccc1OCC(=O)Nc1cc([N+](=O)[O-])ccc1F	14	-44	-0.7	0.0
COc1ccc(-c2cnc(NCc3ccncc3)nc2)cc1	2	-17	-0.2	0.2
CCCCN(C)Cc1c(C)n(C)n(-c2ccccc2)c1=O	15	9	0.4	-0.2
Cc1c(Cc2ccccc2)c(=O)oc2c(C)c3occ(-c4ccccc4)c3cc12	8	5	0.6	0.2
CCOc1ccc(C(=O)NCC(=O)O)cc1OCC	2	4	-0.4	-0.1
CN1C(=O)/C(=C/c2ccc(C(=O)NCc3ccccc3)cc2)Oc2ccccc21	-12	1	1.3	-0.4
Cc1ccc(/C=C/C(=O)N2CCN(Cc3ccccc3)CC2)o1	7	-6	2.9	-0.1
COc1cccc(OCc2cc(C3C(C#N)=C(N)Oc4cc(C)oc(=O)c43)ccc2OC)c1 (configuration not stated)	-5	8	0.0	0.5
COc1ccc(-c2ccc3c(N)c(C(=O)NCc4ccco4)sc3n2)cc1	-3	33*	-1.1	-0.2
S=C(NCc1ccco1)NCC1CCCO1 (configuration not stated)	16	-7	-0.8	0.9
COc1ccc(CC(=O)n2nc(-c3cccnc3)nc2N)cc1	15	-1	-0.3	0.1

(more compounds)
SMILES	MITF primary	TEAD-YAP inh	GPR151 ag	FBW7 activator
O=C(NC(=S)Nc1cccnc1)c1cc2ccccc2o1	1	-51	-1.3	-0.1
CCN(CC)C(=O)c1csc(-c2ccccc2)c1-c1ccccc1	-7	0	0.2	0.0
CCOC(=O)C1CN(S(=O)(=O)c2ccc(C)cc2)C1	-12	-4	-0.5	0.0
Cc1cc(C)n2cc(CSc3nncn3-c3ccccc3)nc2n1	-4	2	-0.3	0.0
CCOc1ccc(C(=O)NCc2cccnc2)cc1	-1	5	-0.7	0.0
O=C1OC(c2ccccc2Br)=N/C1=C\c1ccc(Br)cc1	3	-4	0.2	0.1
Cc1ccccc1N(CC(=O)N1CCC(C(N)=O)CC1)S(=O)(=O)c1ccccc1	-9	-11	-1.6	0.0
Cc1cc(C)n(-c2nc3ccccc3nc2N2CCN(S(=O)(=O)c3ccccc3)CC2)n1	-10	2	3.2	0.1
N#C/C(=C\c1ccc(Br)o1)c1nc(-c2ccc(Cl)c(Cl)c2)cs1	-9	-6	-0.5	0.1
COc1ccccc1NC(=O)C1(c2ccc(OC)c(OC)c2)CCCC1	16	-3	-1.0	0.1
O=C(Nc1ccc(Cl)cn1)c1cccc2ccccc12	1	13	-0.1	-0.1
CC(C)CN(C)C(=O)CCC1(Cc2ccc(F)cc2)CCC(=O)N1 (configuration not stated)	5	-1	1.2	0.0
Cn1c(=O)oc2cc(S(=O)(=O)N3CC=C(c4ccccc4)CC3)ccc21	6	9	0.0	0.0
CSc1nsc(NC(=O)c2ncn[nH]2)n1	22	-3	-1.5	-1.0
COc1ccc(N2CCN(c3nc(N4CCOCC4)nc(N4CCOCC4)n3)CC2)cc1	-6	5	0.3	0.1
CCCCc1nc2c(o1)N=C(N)C1=C(OC)Nc3ccc(OC)cc3C12 (configuration not stated)	17	1	-1.1	0.2
CCOC(=O)c1sc2nc(SCC(=O)c3ccccc3)n(Cc3ccco3)c(=O)c2c1C	12	9	-0.2	0.2
NC(=O)c1c(NC(=O)Cn2nc(C(=O)O)c3ccccc3c2=O)sc2c1CCCC2	4	13	2.0	0.0
Cc1c(NS(=O)(=O)c2ccc3c(c2)CCC(=O)N3)c(=O)n(-c2ccccc2)n1C	20	-6	-1.3	0.7
Cc1ccc(NC(=O)CCN2CCCC2)cc1	18	-7	-0.7	0.5
CC(C)CCOc1cccc(C(=O)Nc2ccc3nn(-c4cccc(Cl)c4)nc3c2)c1	1	7	-1.1	0.2
O=S(=O)(NCc1ccc(Cl)cc1Cl)c1ccc(N2CCOCC2)nc1	16	-4	-1.4	0.6
CC1=NN(c2ccccc2)C(=O)/C1=C/c1c(C)[nH]n(-c2ccccc2)c1=O	-5	0	-0.2	-0.2
COc1ccc(N2CCN(C(CNS(=O)(=O)c3ccc(C)cc3)c3cccnc3)CC2)cc1 (configuration not stated)	15	-4	0.5	-0.3
COc1cn(CC(=O)N2CCC(Cc3ccccc3)CC2)c(CO)cc1=O	-132	15	-1.1	0.3
COc1ccc(CNS(=O)(=O)c2ccc(F)c(C(=O)Nc3ccc(C)cc3)c2)cc1	-10	5	0.5	0.0
CN1CCN(C(=O)CN(C2CCCCC2)S(=O)(=O)c2ccccc2)CC1	0	9	0.1	-0.4
CCCCc1c(C)c(C#N)c2nc3ccccc3n2c1Nc1ccc(OCC)cc1	4	0	0.6	0.1
